Screening results (PubChem BioAssay)
MCF10A rerep: A quantitative high throughput screen for small molecules that induce DNA re-replication in MCF 10a normal breast cells; MCF 10A DNA re-replication, Hoechst nuclear intensity, 48 h; Potency, µM (highest dose often 46.1 µM), for inactives: top-dose activity, positive = re-replication, actives largely listed as activators; 350,000 compounds, 2.9% hits; AID 624296, 2012; further: potency means the concentration at half of the fitted maximal effect; % of control where 0% means no effect; nearly all actives have a fitted effect of over 50% in size
IL1B secr inh: qHTS for Inhibitors of Inflammasome Signaling: IL-1-beta AlphaLISA Primary Screen; THP-1 LPS/ATP IL-1B secretion, AlphaLISA, 16 h; stronger effect = lower value; 360,000 compounds, 4.7% hits; activity change, % at 57.5 µM; in the data active means activity change below about -50%; inconclusive means mostly about -30% to -49%; further: on the % scale 0 is the no-effect control and ±100 the full control effect
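Secreted IL-1B measured by AlphaLISA bead assay after 16 h compound exposure of THP-1 cells; compounds (final up to 57.5 uM) added 1 h before LPS (250 ng/mL) and ATP (1.25 mM) stimulation; lower signal means less secretion.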
KB-3-1 cytotox: qHTS assay for MDR1-selective chemotherapeutics: Primary screen using the parental adenocarcinoma cell KB-3-1. AID 1347075, 2019. KB-3-1 viability, CellTiter-Glo ATP luminescence, 72 h. 400,000 compounds, 1.4% hits. Potency, µM (top dose mostly 46.1 µM), without a hit: at the highest dose activity change, negative = cytotoxic, actives largely listed as cytotoxic; further: potency means the concentration at half of the fitted maximal effect; on the % scale 0 is the no-effect control and ±100 the full control effect; nearly all actives have a fitted effect of over 60% in size
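KB-3-1 cells, DMEM (no phenol red) + 10% FBS; compound by pin transfer, 72 h, 37 °C. Readout: CellTiter-Glo luminescence after 10 min. Data normalized, curve-fitted.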
HT1080-NT tox: qHTS for induction of synthetic lethality in tumor cells producing 2HG: qHTS for the HT-1080-NT fibrosarcoma cell line; 360,000 compounds, 1.6% hits; Potency, µM (top dose mostly 46.1 µM), for inactives: top-dose activity, negative = less viability, hits mostly cytotoxic; AID 686970, 2013; HT-1080-NT fibrosarcoma viability, CellTiter-Glo ATP luminescence, 48 h;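 further: NT is the 2HG producing partner of a matched IDH1 knockdown line; potency means the concentration at half of the fitted maximal effect; 0% = DMSO-treated cells and -100% = media-only wells without cells; nearly all actives have a fitted effect of over 55% in size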
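Fibrosarcoma NT cells, 750 per well in 5% FBS RPMI, were exposed to compound for 48 hours. Viability: CellTiter-Glo luminescence.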
SW480 rereplic: A quantitative high throughput screen for small molecules that induce DNA re-replication in SW480 colon adenocarcinoma cells; SW480 DNA re-replication, Hoechst DNA content imaging, 48 h; 340,000 compounds, 1.8% hits; Potency, µM (doses to about 46.1 µM), for inactives: at the highest dose re-replication activation, hits mostly activators; further: potency means the concentration at half of the fitted maximal effect; % of control where 0% means no effect; nearly all actives have a fitted effect of over 55% in size
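Per well, 250 cells were exposed to pinned compound for 48 hr. Nuclear DNA was visualised with Hoechst (40 min, 37 C) and total object intensity recorded by fluorescence scanning.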
ATXN2 expr inh: Primary qHTS for Inhibitors of ATXN expression. HEK-293 ATXN2-luciferase reporter, luminescence, 24 h. 360,000 compounds, 0.72% hits. Potency, µM (series often up to 57 µM), for inactives: top-dose activity change, negative = inhibition, most hits filed as inhibitors. AID 1745845, 2022; further: potency means the concentration at half of the fitted maximal effect; on the % scale 0 is the no-effect control and ±100 the full control effect; nearly all actives have a fitted effect of over 55% in size
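ATXN2-luciferase reporter cells (luciferase flanked by upstream and downstream ATXN2 gene portions) were treated 24 h at 37 °C with compounds at up to 57 uM. SteadyGlo luminescence gave expression; GF-AFC fluorescence gave viability.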
HT1080 IDH1KD tx: qHTS for induction of synthetic lethality in tumor cells producing 2HG: qHTS for the HT-1080-IDH1KD cell line. HT-1080 IDH1 knockdown viability, ATP luminescence, 48 h. Potency, µM (doses to about 46.1 µM), inactives show at the top dose activity, negative = toxicity, usual class: cytotoxic. 360,000 compounds, 2% hits. AID 686971, 2013;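 further: potency means the concentration at half of the fitted maximal effect; 0% = DMSO wells and -100% = cell-free medium wells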
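Assay cells: HT-1080 with IDH1 knockdown, 750 per well, RPMI/5% FBS. Exposure: 48 h at 37 °C following 2 h pre-incubation. Read: CellTiter-Glo luminescence; fitted concentration-response, curve class assigned.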
HepG2 tox: qHTS for Inhibitors of TGF-b: Cytotox Counterscreen | HepG2 CAGA-GFP viability, ATP luminescence, 18 h | Potency, µM (doses to about 46.1 µM), for the others: top-dose activity change, negative = cytotoxicity, usual class: cytotoxic | 410,000 compounds, 0.76% hits | AID 588856, 2011; further: potency means the concentration at half of the fitted maximal effect; some results filed as inactive show a strong effect at the top dose
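CellTiter-Glo luminescence gave cytotoxicity after 18 hours at 37 degrees C. The cells were HepG2 CAGA-GFP in 1% FBS DMEM, stimulated with 500 pg/mL TGF-beta after compound addition. %Activity was normalised to no-cell wells (complete cell-killing) and DMSO (no toxicity), and curves were fitted and classified.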
ATXN viability: Viability Counterscreen for Primary qHTS for Inhibitors of ATXN expression. S2 cells (HEK-293 line with an ATXN2-luciferase reporter) viability, CellTiter-Fluor protease fluorescence, 24 h. AID 651635, 2014. 400,000 compounds, 0.49% hits. Potency, µM (series often up to 56.7 µM), usual class: cytotoxic; further: potency means the concentration at half of the fitted maximal effect; nearly all actives have a fitted effect of over 40% in size
The depositor's hits bear a star; i = inactive; ? = inconclusive; nt = no result given; & = joins results of further samples; [ ] = remark or other dose. Unless noted, the call rests on the fitted dose curve; in most records, active means well fitted curve in the direction sought with a large enough effect; inconclusive means small, poorly fitted or top-dose-only effect, or another doubt; inactive means no such curve, though single readings can be large; an effect the other way counts as inactive or inconclusive.

molecule,MCF10A rerep,IL1B secr inh,KB-3-1 cytotox,HT1080-NT tox,SW480 rereplic,ATXN2 expr inh,HT1080 IDH1KD tx,HepG2 tox,ATXN viability
CCn1cc(Cl)c(C(=O)Nc2nccs2)n1,-2%,27,1%,13%,?,10%,17%,-1%,i
Cc1ccc(S(=O)(=O)N2CCCC(C(=O)NCCC3=CCCCC3)C2)cc1 (configuration not stated),-21%,26,2%,19%,-3%,-19%,-2%,-1%,?
COc1ccc(-c2cn(Cc3cccc(OC)c3)nn2)cc1,16%,-16,?,10%,-9%,25%,12%,-2%&-36%,i
Cc1cccn2c(=O)c3cc(C(=O)NCc4ccco4)c(=N)n(CCc4ccccc4)c3nc12,2.9µM*,-85*,-23%,-22%,18µM*,-17%,-7%,-39%,i
O=[N+]([O-])/C=C1/CCCCCN1,-4%,5,-4%,0%,-3%,-8%,6%,0%,i
COc1cccc(-c2nc(NCC3CCCO3)c3ccccc3n2)c1O (configuration not stated),?,-84*,?,-6%,-4%,-11%,-2%,-18%,?
COc1ccccc1NC(=O)CSc1nnc2ccc(-c3cccnc3)nn12,1%,6,11%,0%,?,35%,-3%,5%,i
O=C(NNC(=O)c1ccccc1Cl)c1ccncc1,-2%,0,23%,0%,?,7%,-2%,0%,i
CN1CCN(C(=O)c2cccc(S(=O)(=O)N3CCCCC3)c2)CC1,?,11,0%,5%,-5%,-2%,?,-2%,i
CCOC(=O)C1=C(C)NC(C)=C(C(=O)OCC)C1C1=COCCO1,-1%,-5,11%,7%,-1%,-9%,1%,-6%,i
O=C1COc2ccccc2C(c2nc3ccccc3[nH]2)N1C1CC1 (configuration not stated),nt,6,11%,11%,nt,7%,18%,nt,i
CCS(=O)(=O)N1CCC(C(=O)NCCN2CCOCC2)CC1,-68%[inhibitor],-2,15%,5%,?,10%,18%,4%,i
COc1cccc(OC)c1C(=O)N[C@@H]1C(=O)N2[C@@H]1SC(C)(C)[C@@H]2C(=O)O,-4%,11,14%,17%,1%,-2%&2%,10%,0%,?
Cc1ccc(NC(=O)CCCC(=O)O)c(-c2nc3ccccc3[nH]c2=O)c1,-5%,20,0%,-13%,-48%[inhibitor],-8%,-3%,-15%,i
CCOC(=O)c1cc(S(=O)(=O)NCc2ccccc2)[nH]n1,nt,nt,11%,nt,nt,-5%,nt,-10%,i
CCCC[C@@H]1CNCCN1CCCc1cc(OC)c(OC)c(OC)c1,-2%,-10,-6%,11%,-12%,1%,0%,-18%,i
CCn1nnc(NC(=O)c2cccnc2)n1,-5%,30,6%,6%,-7%,9%,13%,7%,i
COc1ccc(NC(=O)c2ccc(-c3c(C)noc3C)c3ccoc23)cc1,nt,0,-1%,-18%,nt,-4%,0%,-39%,?
CCN1CCN(c2ccc(NC(=O)CCc3c(C)nc4c(-c5ccccc5)c(C)nn4c3C)cc2)CC1,18%,-62*,?,-12%,?,?,?,-15%,?
CCOc1ccc(N2C(=O)CN=C2Nc2ccccc2Cl)cc1,3%,-5,11%,17%,2%,3%,7%,-2%,i
NC(=O)COC(=O)c1cccnc1Nc1ccccc1F,2%,5,5%,2%,-7%,9%,0%,9%,i
Cc1cccc(C)c1NC(=O)CNC(=O)CNC(=O)c1ccc2c(c1)OCO2,1%,-1,11%,-1%,3%,-10%,-5%,-15%,i
COc1ccc(N(C)C(=O)C2CCN(S(=O)(=O)c3cccc4nonc34)CC2)cc1,0%,2,2%,9%,-10%,-13%,9%,4%,i
CCOc1ccc(CN2CCNC(=O)C2CC(=O)O)cc1 (configuration not stated),0%,7,1%,-3%,4%,15%,10%,36%,i
NC(=O)c1ccccc1OCC(=O)Nc1cccnc1Cl,2%,0,-1%,-1%,0%,nt,-2%,-4%,i
N#Cc1c(NC(=O)c2ccc(Cn3cc(Br)cn3)o2)sc2c1CCCCC2,?,-28,1%,-17%,?,14%,-27%,1%,i
Cc1sc2ncn(CC(=O)N3CCN(c4ccccn4)CC3)c(=O)c2c1S(=O)(=O)N1CCC(C)CC1,-16%,12,1%,1%,-10%,26%,10%,-6%,?
O=C(NCc1ccccc1Cl)[C@H]1CCCN1C(=O)[C@H]1CCCN1C(=O)c1ccc(Cl)cc1,nt,1,-2%,12%,nt,3%,2%,nt,?
COc1ccc(/C=N/NC(=O)c2ccco2)cc1COc1ccc(F)cc1,-10%,0,-5%,-3%,0%,-13%,2%,-13%,i
COc1ccccc1N(CC(=O)NC(C)(C)C)C(=O)CCC(=O)Nc1ccccn1,0%,0,17%,12%,-13%,-6%,11%,6%,i
O=C(CSc1nc2cc(Cl)ccc2o1)NCCc1ccccc1,?,0,4%,4%,-2%,-6%,?,0%,i
CCOC(=O)/C(=C/Nc1ccccc1)[N+](=O)[O-],2%,-1,0%,-1%,-2%,-5%,-1%,2%,i
COc1cc(OC)cc(-c2nnc(SCc3cccc(C(=O)O)c3)o2)c1,-4%,-9,6%,27%,-5%,-20%,-4%,-5%,i
COc1ccc(C(=O)Nc2ccc(S(=O)(=O)N3CCN(C)CC3)cc2)cc1[N+](=O)[O-],?,4,1%,4%,-48%[inhibitor],-12%,2%,5%,i
O=C(CN1C(=O)CSC1=O)N1CCc2ccccc2C1,4%,14,0%,3%,-8%,-11%,-1%,0%,i
O=C(O)Cc1ccc2sc(-c3ccccc3)nc2c1,12%,17,?,-9%,3%,21%,-15%,-14%,i
CCNc1nc(NC(C)(C)C)nc(SC(C(C)=O)C(C)=O)n1,17%,-25,?,?,-10%,?,?,-11%,i
O=C(CSCc1ccccc1)N1CCN(S(=O)(=O)c2ccc(F)cc2)CC1,1%,28,-1%,-1%,7%,0%,0%,5%,i
NC(=O)COC(=O)c1cc(-c2ccco2)nc2ccccc12,7%,-20,1%,-7%,11%,-4%,3%,-15%,i
CCN(CC)S(=O)(=O)c1ccc2nc(CCl)[nH]c2c1,-2%,-82*,-2%,2%,-13%,-19%,1%,14%,i
O=C(N/C(=C/c1cccnc1)C(=O)N1CCOCC1)c1ccccc1,-7%,5,0%,6%,2%,nt,8%,5%,i
CCCCNC(=O)CC1Nc2ccccc2NC1=O (configuration not stated),2%,-3,12%,6%,-3%,-9%,13%,-2%,i
COc1ccc(C(CNC(=O)c2ccccc2C)N2CCCC2)cc1 (configuration not stated),3%,-3,3%,-2%,-11%,3%,-10%,-9%,i
COc1ccc(CCNC(=O)COC(=O)CSc2ccc([N+](=O)[O-])cc2)cc1OC,-2%,1,0%,-2%,-1%,-2%,4%,11%,?
Cc1c(Cl)c([N+](=O)[O-])nn1CC(=O)NCc1cccnc1,8%,45,-4%,2%,1%,10%,1%,1%,i
CCSc1nc(-c2ccc(OC)cc2)n(-c2nc3ccccc3s2)n1,14%,20,0%,0%,5%,24%,13%,-29%,i
Cc1noc(C)c1S(=O)(=O)Nc1ccc2c(c1)C(=O)N([C@H](C)CO)C[C@H](C)[C@@H](CN(C)C(=O)CCCN(C)C)OCCCC[C@@H](C)O2,nt,1,24%,7%,nt,4%,8%,-16%,i
CCOc1cc(CNn2c(C)nnc2SCC(=O)NC(C)(C)C)ccc1OCC(=O)NC(C)(C)C,-7%,-8,-4%,-2%,2%,1%[11.3 µM],2%,2%,i
COc1ccc(C(=S)N2CCOCC2)cc1OC(=O)c1cc([N+](=O)[O-])c(C)c([N+](=O)[O-])c1,8%,-8,24%,3%,-3%,-20%,-1%,-22%,i

A draw from above in order of number of heavy atoms, lowest first:
molecule,MCF10A rerep,IL1B secr inh,KB-3-1 cytotox,HT1080-NT tox,SW480 rereplic,ATXN2 expr inh,HT1080 IDH1KD tx,HepG2 tox,ATXN viability
CCCCNC(=O)CC1Nc2ccccc2NC1=O (configuration not stated),2%,-3,12%,6%,-3%,-9%,13%,-2%,i
Cc1c(Cl)c([N+](=O)[O-])nn1CC(=O)NCc1cccnc1,8%,45,-4%,2%,1%,10%,1%,1%,i
NC(=O)COC(=O)c1cc(-c2ccco2)nc2ccccc12,7%,-20,1%,-7%,11%,-4%,3%,-15%,i
O=C(N/C(=C/c1cccnc1)C(=O)N1CCOCC1)c1ccccc1,-7%,5,0%,6%,2%,nt,8%,5%,i
COc1ccc(CCNC(=O)COC(=O)CSc2ccc([N+](=O)[O-])cc2)cc1OC,-2%,1,0%,-2%,-1%,-2%,4%,11%,?
COc1ccc(C(=S)N2CCOCC2)cc1OC(=O)c1cc([N+](=O)[O-])c(C)c([N+](=O)[O-])c1,8%,-8,24%,3%,-3%,-20%,-1%,-22%,i
CCOc1cc(CNn2c(C)nnc2SCC(=O)NC(C)(C)C)ccc1OCC(=O)NC(C)(C)C,-7%,-8,-4%,-2%,2%,1%[11.3 µM],2%,2%,i
Cc1noc(C)c1S(=O)(=O)Nc1ccc2c(c1)C(=O)N([C@H](C)CO)C[C@H](C)[C@@H](CN(C)C(=O)CCCN(C)C)OCCCC[C@@H](C)O2,nt,1,24%,7%,nt,4%,8%,-16%,i

The order is random; any-hit rate near 8.9%.
